Screens as filed in PubChem.
USP2a block: qHTS Assay for Inhibitors of Ubiquitin-specific Protease USP2a Using CHOP2 as the Reporter; AID 463254, 2010; 0.01% of 330,000 active; USP2 core, Ub-CHOP2 coupled fluorogenic reporter, 485/531; Potency, µM (series often up to 38.3 µM), for inactives: at the highest dose activity change, negative = inhibition, hits mostly inhibitors; Ubiquitin carboxyl-terminal hydrolase 2 (Homo sapiens), O75604;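 also: potency is read from the fitted curve at half-maximal effect; plate controls were DMSO wells for no effect and full inhibition by NEM control for full effect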
Target sequence (O75604 whole entry, looked up): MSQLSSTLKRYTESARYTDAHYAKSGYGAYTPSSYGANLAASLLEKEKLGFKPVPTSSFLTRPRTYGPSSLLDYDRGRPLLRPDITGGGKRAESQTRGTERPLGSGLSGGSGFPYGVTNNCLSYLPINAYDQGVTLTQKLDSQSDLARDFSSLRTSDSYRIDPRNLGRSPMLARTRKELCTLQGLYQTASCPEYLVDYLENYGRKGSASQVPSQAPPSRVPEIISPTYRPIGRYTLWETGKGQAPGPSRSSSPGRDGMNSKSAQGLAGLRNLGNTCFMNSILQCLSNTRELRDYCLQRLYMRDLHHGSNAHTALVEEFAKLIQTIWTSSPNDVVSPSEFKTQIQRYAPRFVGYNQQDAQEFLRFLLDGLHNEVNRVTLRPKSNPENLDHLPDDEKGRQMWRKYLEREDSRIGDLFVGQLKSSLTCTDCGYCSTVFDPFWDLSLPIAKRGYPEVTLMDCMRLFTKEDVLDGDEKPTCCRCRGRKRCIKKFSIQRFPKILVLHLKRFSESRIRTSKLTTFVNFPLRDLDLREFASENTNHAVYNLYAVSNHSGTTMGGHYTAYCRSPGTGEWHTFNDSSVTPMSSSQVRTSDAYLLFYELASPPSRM
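Deubiquitinase activity read as fluorescence (485/531 nm) after Ub-CHOP2 cleavage activates the enterokinase reporter on its substrate; USP2 core 10nM, Ub-CHOP2 and substrate 25nM each, 30min compound preincubation then 60min RT; data normalized to NEM, curves fitted.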
KCNH2 3.1 inh: qHTS for Inhibitors of KCHN2 3.1: Mutant qHTS; Potassium voltage-gated channel subfamily H member 2, brain isoform KCNH2 3.1 (human); U2OS KCNH2 3.1, thallium flux FluxOr; stronger effect = lower value; activity change, % (tested at about 1.8 µM); 0.95% of 340,000 active; AID 720553, 2013;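 active = maximum activity change below -70%; inconclusive = maximum activity change from -70% to -50%; inactive = maximum activity change above -50%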;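 also: thallium influx rate constant from kinetic fluorescence after stimulation buffer; % is scaled to controls: 0 for no effect and ±100 for the full control effect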
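We transduce U2OS cells with the mutant 3.1 virus, culture them overnight, load FluxOr with Red40 quencher for 45 min, then add stimulation buffer and read kinetically for 2 min to derive a normalized rate constant.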
TSHR antagonist: Antagonists of the Thyroid Stimulating Hormone Receptor: HTS campaign | TSHR-expressing cells, TSH-stimulated cAMP HTRF, 2 h; stronger effect = lower value | AID 504810, 2011 | activity change, negative = inhibition, % at 11.5 µM | 0.2% of 330,000 active | Thyrotropin receptor (Homo sapiens), P16473;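 active = activity change below a set negative limit, meaning inhibition stronger than a set level, cut at about -70% in these data; inconclusive = activity change between two set negative limits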; also: % is scaled to controls: 0 for no effect and ±100 for the full control effect
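TSHR-expressing cells, 200/well, pre-treated with compound, then stimulated with EC80 TSH (4nM final) for 2 hours at 37 deg C. cAMP measured by competitive HTRF: anti-cAMP cryptate antibody in lysis buffer plus cAMP-d2, read after 30 minutes at room temperature.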
TCR activator: Activators of T cell receptors: qHTS campaign. AID 504894, 2011. Potency, µM (series often up to 9.22 µM), for the others: top-dose activation of IL-2 secretion, hits mostly activators. 330,000 tested, under 10 active. primary human leukocytes, anti-CD3, IL-2 HTRF, 48 h; also: % of control where 0% means no effect
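HTRF read-out of IL-2 secretion: europium cryptate donor excited at 320nm, d2 acceptor emission at 665nm. Cells were primary human leukocytes incubated 48 hr with compounds and a-CD3 beads, supplying TCR signal only.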
TRPV1 ag: HTS Assay for Compounds that Act as Agonists of the Vanilloid Receptor 1 | Transient receptor potential cation channel subfamily V member 1 (Homo sapiens), Q8NER1 | TRPV1-expressing cells, Fluo-8 calcium influx, agonist mode | activation, % at 8.33 µM | 0.19% of 320,000 active | AID 540275, 2011; in the data active = activation above about 80%; inconclusive = between about 30% and that limit; also: 0% is about no effect
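Fluo-8 calcium influx in TRPV1-expressing cells, kinetic read (ex 480/em 520 nm). Compound added and read 3 min for agonist activity, followed by capsaicin at EC20 final and 2 min further read for enhancement.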
A-T KAP1 phos: qHTS Assay for Identifying a Potential Treatment of Ataxia-Telangiectasia. […] A-T fibroblasts, KAP-1 phosphorylation AlphaLISA; neocarzinostatin DNA damage 30 min before lysis. Potency, µM (highest dose often 57.5 µM), inactives show top-dose activation, most hits filed as activators. 0.19% of 320,000 active. AID 485349, 2010; also: potency is read from the fitted curve at half-maximal effect; % of control where 0% means no effect; nearly all actives have a fitted effect of over 45% in size
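hTERT-immortalized A-T patient fibroblasts ([…]), 500 cells/well in OPTI-MEM, 1% FBS, got compounds for 60 min, then NCS for 30 min at 37C. Lysates were then assayed for phospho-KAP-1 by AlphaLISA (anti-pKAP1 donor, anti-KAP1 acceptor beads), 6 hr at 25C.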
Eya2 phos inh: qHTS Assay for Inhibitors of the Phosphatase Activity of Eya2; recombinant Eya2, OMFP fluorescence dephosphorylation (OMFP is methylfluorescein phosphate); Potency, µM (highest dose often 76.9 µM), without a hit: at the top dose activity, negative = inhibition, most hits filed as inhibitors; 0.006% of 330,000 active; also: potency is read from the fitted curve at half-maximal effect; % is scaled to controls: 0 for no effect and ±100 for the full control effect
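Eya2 protein (added as 0.2 uM solution) was preincubated with compound for 10 min at ambient temperature in 50 mM HEPES pH 7.5, 50 mM NaCl, 5 uM MgCl2, 0.05% BSA, 1 mM DTT. OMFP (added at 50 uM) then reacted 10 min; fluorescence read at 485/525 nm.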
ELG1 repair inh: qHTS screen for small molecules that inhibit ELG1-dependent DNA repair in human embryonic kidney (HEK293T) cells expressing luciferase-tagged ELG1; HEK293T ELG1-luciferase reporter, luminescence, 16 h; DNA damage induced by 5-fluorouridine; Potency, µM (titrated, usually from 46.1 µM), without a hit: at the highest dose activity change, negative = inhibition, most hits filed as inhibitors; 2.3% of 330,000 active; also: potency is read from the fitted curve at half-maximal effect; % is scaled to controls: 0 for no effect and ±100 for the full control effect; nearly all actives have a fitted effect of over 55% in size
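Quantitative HTS, concentration-response format. 2,000 cells/well co-treated with 5-fluorouridine and compound, 16 hr in 5% CO2 at 37 °C; ONE-Glo luminescence read after 30 min.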
Mito fusion yeast: qHTS Assay for Small Molecule Inhibitors of Mitochondrial Division or Activators of Mitochondrial Fusion | S. cerevisiae fusion-defective mutant growth rescue, CellTiterGlo 48 h | Potency, µM (series often up to 46.1 µM), for inactives: at the top dose growth rescue (activation), hits mostly activators | 0.23% of 320,000 active | AID 485298, 2010;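 also: potency is read from the fitted curve at half-maximal effect; % of control where 0% means no effect; nearly all actives have a fitted effect of over 45% in size; temperature-sensitive fusion mutants such as fzo1-1 at 37 °C on non-fermentable ethanol glycerol medium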
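Compounds are tested for their ability to restore growth of mitochondrial fusion-defective yeast strains at non-permissive 37C in YPEG medium over 48 hours. Viability is quantified by luciferase luminescence.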
hERG WT inh: qHTS for Inhibitors of KCHN2 3.1: Wildtype qHTS | Voltage-gated inwardly rectifying potassium channel KCNH2 (Homo sapiens), Q12809 | U2OS, BacMam KCNH2, thallium flux FluxOr; stronger effect = lower value | activity change, % at 1.84 µM | 0.37% of 340,000 active | AID 720551, 2013;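 active = maximum activity change below -70%; inconclusive = maximum activity change between -70% and -50%; inactive = maximum activity change above -50%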; also: % is scaled to controls: 0 for no effect and ±100 for the full control effect
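U2OS cells transduced with wild-type KCNH2 virus are loaded with FluxOr dye for 45 min, and thallium flux is measured in kinetic reads before and after stimulation buffer. Rate constants are normalized to DMSO controls.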
Starred values were filed as active, the others as inactive; ? = inconclusive; · = no result given; [ ] = dose if it differs, or a comment. Unless noted, calls follow the shape of the dose curve; as a rule, active = well fitted curve in the direction sought with a large enough effect; inconclusive = small, poorly fitted or top-dose-only effect, or another doubt; inactive = no such curve, though single readings can be large; an effect the other way counts as inactive or inconclusive. The list is partial; count on the stated rates, not on these rows.

SMILES	USP2a block	KCNH2 3.1 inh	TSHR antagonist	TCR activator	TRPV1 ag	A-T KAP1 phos	Eya2 phos inh	ELG1 repair inh	Mito fusion yeast	hERG WT inh
Cc1csc(Sc2ccc([N+](=O)[O-])cc2C(=O)OCC(=O)NC2CCCC(C)C2C)n1 (centres undefined)	2%	-1	1	3%	-1	-3%	-1%	?	1%	39
Cc1cc(C(=O)N2CCN(c3ccccc3O)CC2)c(C)o1	0%	3	-11	3%	7	-1%	-27%	23%	2%	-12
c1ccc(-c2nn3c(Cn4nnc5ccccc54)nnc3s2)cc1	-1%	-19	-5	·	3	1%	5%	17%	-2%	2
O=S(=O)(NC(=S)Nc1ccccc1)c1ccc(F)cc1	5%	0	-5	2%	3	-8%	-25%	0%	3%	-7
O=C(Nc1ccc(Cl)cc1)/C(=C/c1cccc(O)c1)c1nc2ccccc2s1	3%	2	-21	0%[46.1 µM]	-1	4%	-7%	26µM*	3%	-5
O=S(=O)(Nc1ccc2c(c1)OCCO2)c1cccc(F)c1	-1%	1	-1	3%	2	1%	-10%	?	6%	15
BrC(/C=C\c1ccccc1)=N/Nc1nc(N2CCOCC2)nc(N2CCOCC2)n1	2%	4	-17	7%	?	9%	-4%	12µM*	8%	3
O=C(CCC(=O)N1CCOc2ccc(Cl)cc21)NCCCN1CCOCC1	1%	-2	-9	0%	-3	4%	-6%	7%	2%	-1
Cc1ccc(C)c(C(=O)COC(=O)c2cc(Cl)nc3ccccc23)c1	2%	-5	-3	1%[46.1 µM]	-1	7%	-6%	?	17%	-1
O=C(c1ccc(F)cc1)N1CCCC(c2ccccc2)C1 (centres undefined)	2%	3	-3	5%	6	1%	0%	2%	4%	·
CCc1c(O)nc(SCC(=O)Nc2ccccc2C)n(-c2ccc(C)cc2)c1=O	4%	5	3	1%	-2	-5%	7%	?	2%	-4
Cc1cc(Br)ccc1NC(=O)CN(C)C(=O)CN1C(=O)NC(C)(C2CC2)C1=O (centres undefined)	3%	-1	1	-1%	2	3%	-8%	16%	-4%	1
COc1ccc(N2CCN(c3ncnc4c3nnn4Cc3ccccc3Cl)CC2)cc1	2%	-6	8	0%[46.1 µM]	-3	21%	-14%	?	1%	-14
CCC(C)NC(=O)CSc1nnc(-c2ccoc2C)n1CC1CCCO1 (centres undefined)	0%	1	7	8%	5	3%	-3%	3%	-1%	1
CC(C)(C)n1nc2c(c1NC(=O)c1cc([N+](=O)[O-])ccc1Cl)CS(=O)(=O)C2	0%	-12	-3	9%	-3	-1%	6%	8%	-16%	-18
COc1ccc(C2CC(=O)N(CCCN(C)CCc3ccc(OC)c(OC)c3)C2)cc1 (centres undefined)	2%	-17	20	-1%	7	4%	10%	6%	14%	·
Cc1cc(C(=O)Nc2ccc(F)cc2C)cs1	0%	6	3	2%	1	14%	-3%	2%	2%	-2
O=C(CCC(=O)N1CCc2ccccc21)Nc1ccccc1	2%	3	-4	-5%	3	3%	-6%	6%	-2%	-2
O=S(=O)(Nc1ccc(C(F)(F)F)cc1)c1cccs1	0%	12	3	7%	1	0%	-9%	16%	-3%	22
Cc1ccc(-n2ncc3c2CCCC3NC(=O)c2cnccn2)cc1C (centres undefined)	4%	-5	4	7%	1	0%	-6%	?	-7%	-7
Cc1c(C)c2ccc(OCC(=O)NC(Cc3c[nH]c4ccc(O)cc34)C(=O)O)c(C)c2oc1=O (centres undefined)	3%	-3	-8	-4%	18	6%	-6%	28%	0%	2
O=C(NCc1cccnc1)c1ccc(NC(=O)c2ccc([N+](=O)[O-])cc2)cc1	0%	-6	7	-2%	25	14%	-4%	-11%	10%	-13
CCOC(=O)CNC(=O)COc1coc(CN2CCN(c3ccc(F)cc3)CC2)cc1=O	2%	12	10	0%	2	10%	1%	0%	2%	13
O=C(CN1CCCC1)Nc1cccc(Cl)c1	1%	6	11	-1%	12	10%	2%	20%	-7%	2
CN(C)/C=C/c1onc(-c2c(Cl)cccc2Cl)c1C#N	3%	2	3	-1%	19	-1%	-9%	8%	0%	0
COc1ccc(C(=O)Cn2c(Cl)nc3c2c(=O)n(C)c(=O)n3C)cc1	2%	3	-5	8%	1	-23%	-7%	16µM*	-2%	3
O=C(N/N=C/c1cccc2ccccc12)c1n[nH]c2c1CCCC2	1%	9	-3	1%	-4	-4%	-22%	11%	2%	29
CCc1nc2ccccc2c(C(=O)OCC(=O)N2CC(C)OC(C)C2)c1C (centres undefined)	-2%	-12	-5	-3%	-4	-2%	-5%	?	0%	-5
FC(F)(F)c1nnc(-c2ccccc2)nc1N1CCOCC1	-2%	11	7	-4%	15	2%	7%	3%	-5%	6
CCOC(=O)N1CCC(NS(=O)(=O)c2ccc(NC(C)=O)c(Cl)c2)CC1	0%	37	-7	-9%	-1	6%	-2%	7.3µM*	3%	3
Cc1ccccc1-c1cc2nc(C)c(C)c(=O)n2[nH]1	0%	9	0	·	0	-3%	0%	?	-2%	19
CC1CCN(CCCNS(=O)(=O)c2cc(Br)cc3c2N(C(=O)C2CC2)CC3)CC1	-3%	-5	32	-8%	3	5%	-9%	?	24%	14
CC(C)(C)N(Cc1ccccc1)C(=O)c1ccncc1	2%	1	-8	2%	1	4%	7%	15%	1%	4
CC1(C)C(=O)C2(CCCCC2)C(=O)OC1c1cccc([N+](=O)[O-])c1 (centres undefined)	1%	·	11	-7%[46.1 µM]	5	1%	-4%	0%	-1%	-3
COCCNC(=O)CCCn1c(=O)c2ccccc2n(Cc2cccc([N+](=O)[O-])c2)c1=O	8%	18	17	5%	-1	2%	-5%	11%	-9%	-14
CC(=O)NCCn1c(SCc2cccc([N+](=O)[O-])c2)nc2ccccc2c1=O	-6%	7	-3	4%	?	3%	-12%	-8%	14%	19
CCOC(=O)c1cnc(Nc2nc3ccccc3o2)nc1CSC(=S)N(CC)CC	3%	-15	-4	-2%[46.1 µM]	8	3%	4%	?	-4%	6
O=C(O)c1ccccc1C(=O)NCc1c(Cl)cccc1Sc1ccc(Cl)cc1	1%	1	-3	-1%	-2	2%	-3%	-2%	5%	0
CC1=C(C(=O)OCC2CCCO2)C(c2cccc(O)c2)NC(=O)N1 (centres undefined)	0%	14	13	-209%	2	-9%	2%	-4%	0%	-13
COc1cccc(CNC(=O)C2Cc3cc(S(=O)(=O)N4CCCC4)ccc3N2C(C)=O)c1OC (centres undefined)	1%	2	20	-1%	-4	0%	-1%	-5%	3%	-3
O=C(C/C=N\OCc1c(Cl)cccc1Cl)Oc1ccc(Cl)cc1Cl	0%	8	-2	-6%	-5	·	-5%	0%	-3%	-3
CCn1c(SCC(=O)N/N=C(/C)c2ccncc2)nc2ccccc21	1%	-3	3	10%	-1	-23%	-4%	5%	5%	-2
C=CCOc1ccc(/C=C2\SC(=S)N(NS(=O)(=O)c3ccc(C)cc3)C2=O)cc1	-12%	18	-5	-1%	-2	-17%	4%	13%	9%	5
Cc1cccc(NC(=O)c2ccc(NCCc3ccccc3)c([N+](=O)[O-])c2)c1	2%	-189*	-23	0%[46.1 µM]	4	-1%	1%	-2%	-9%	-16
CC1(C)CC(=O)C=C(Nc2ccc(F)c(Cl)c2)C1	4%	-11	-3	13%	-6	5%	-12%	2%	5%	-3
O=C(Cn1nc(C(=O)O)c2ccccc2c1=O)NC12CC3CC(CC(C3)C1)C2	2%	12	-13	-1%	11	4%	12%	10%	1%	-1
CCc1cccc(CC)c1NC(=O)NC1CCCCC1	0%	1	3	5%[46.1 µM]	-4	4%	1%	1%	0%	-3
COc1cccc(-n2nc(C#N)c(Cl)cc2=O)c1	-2%	4	-37	6%	1	-2%	16%	?	-18%	-6
Cc1ccc(Nc2nc(-c3ccc(O)cc3O)cs2)nc1	2%	9	11	0%	3	4%	-3%	?	13%	14
CCOC(=O)c1c(NC(=O)CSc2c[nH]c3ccccc23)sc2c1CCC2	-2%	-7	-21	1%	?	24%	-7%	18%	1%	-18
